Bioassay records (PubChem BioAssay)
MBNL1 CUG block = qHTS Assay for Inhibitors of MBNL1-poly(CUG) RNA binding. Potency, µM (top dose mostly 57.5 µM), inactives show top-dose activity change, negative = inhibition, actives largely listed as inhibitors. actives 0.036% (n = 280,000). Muscleblind-like protein 1 (Homo sapiens), Q9NR56. TR-FRET MBNL1-His/biotin-(CUG)12 binding, 665/545 ratio; active = well fitted inhibition curve with a large enough effect in the signal ratio, with a control signal flat, not every such curve was filed as active; inconclusive = small, poorly fitted or top-dose-only effect, or effect the other way, or a change in a side signal; inactive = no such curve, though single readings can be large or run the other way; the % refers to the signal ratio; note: potency is the fitted concentration of half-maximal effect; % is set by controls: 0 for no effect and ±100 for the full control effect
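Ratiometric TR-FRET (665 over 545 nm, excitation 340 nm) tracks disruption of MBNL1-His/biotin-(CUG)12 complex after 60 min at room temperature, with compounds at 92 nM to 58 uM final.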
ASM inhibitor = Inhibitors of Secretory Acid Sphingomyelinase (S-ASM): qHTS; Sphingomyelin phosphodiesterase (Homo sapiens), P17405; Potency, µM (series often up to 57.5 µM), for inactives: at the highest dose activity change, negative = inhibition, most hits filed as inhibitors; placental ASM, HMU-PC fluorogenic substrate, 60 min; actives 0.006% (n = 340,000); AID 504937, 2011; note: potency is the fitted concentration of half-maximal effect
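Human placenta-derived ASM enzyme was preincubated with compound for 10 minutes at room temperature, then given fluorogenic substrate HMU-PC0 (9 uM final) for 60 minutes at 37 °C; a pH 10 stop preceded fluorescence reading at Ex 386/Em 447 nm.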
KCNH2 3.1 block = qHTS for Inhibitors of KCHN2 3.1: Mutant qHTS | actives 0.95% (n = 340,000) | activity change, % (tested at about 1.8 µM) | U2OS KCNH2 3.1, thallium flux FluxOr; stronger effect = lower value | Potassium voltage-gated channel subfamily H member 2, brain isoform KCNH2 3.1 (human);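 active = maximum activity change below -70%; inconclusive = maximum activity change from -70% to -50%; inactive = maximum activity change above -50%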;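 note: thallium influx rate constant from kinetic fluorescence after stimulation buffer; % is set by controls: 0 for no effect and ±100 for the full control effect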
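Normalized rate constant (relative to positive and negative DMSO controls) derived from a 2 min kinetic fluorescence read after stimulation; U2OS cells expressing the 3.1 isoform via virus at 1.77 x 10^8 /mL.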
a7 integrin act = qHTS for Activators of Integrin-Mediated Alleviation for Muscular Dystrophy; alpha7betagal myoblasts, beta-gal FDG fluorescence, 48 h; Potency, µM (top dose mostly 38.3 µM), inactives show top-dose activation, usual class: activators; actives 0.064% (n = 350,000); AID 624291, 2012;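 note: potency is the fitted concentration of half-maximal effect; 100% = response of the positive control SU9516; nearly all actives have a fitted effect of over 60% in size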
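Alpha7betagal+/- myoblasts (passage 13) were plated 16-24 hr, then exposed to compounds (1:260 dilution of DMSO stock) for 48 hours at 37C. After MPER lysis, β-galactosidase reporter activity was read as FDG fluorescence (ex 480/em 540) after 30 minutes.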
GALK inhibitor = qHTS Assay for Inhibitors of Human Galactokinase (GALK); Purified GALK, Kinase-Glo residual ATP luminescence; actives 0.007% (n = 270,000); Potency, µM (top dose mostly 57.5 µM), for the others: at the top dose activity change, negative = inhibition, most hits filed as inhibitors; P51570; AID 1868, 2009; note: potency is the fitted concentration of half-maximal effect; % is set by controls: 0 for no effect and ±100 for the full control effect
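Luminescence from leftover ATP (Ultra-Glo luciferase/luciferin) served as read-out after a 1 h room-temperature reaction of 5 nM GALK with 35 uM ATP and 100 uM galactose.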
hERG WT inh = qHTS for Inhibitors of KCHN2 3.1: Wildtype qHTS | Voltage-gated inwardly rectifying potassium channel KCNH2 (Homo sapiens), Q12809 | activity change, % at 1.84 µM | U2OS, BacMam KCNH2, thallium flux FluxOr; stronger effect = lower value | actives 0.37% (n = 340,000) | AID 720551, 2013;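 active = maximum activity change below -70%; inconclusive = maximum activity change between -70% and -50%; inactive = maximum activity change above -50%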; note: % is set by controls: 0 for no effect and ±100 for the full control effect
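U2OS cells transduced with wild-type KCNH2 virus are loaded with FluxOr dye for 45 min, and thallium flux is measured in kinetic reads before and after stimulation buffer. Rate constants are normalized to DMSO controls.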
MLL CXXC-DNA inh = qHTS Fluorescence Polarization Assay for Inhibitors of MLL CXXC domain - DNA interaction. Potency, µM (series often up to 115 µM), for inactives: top-dose activity change, negative = inhibition, most hits filed as inhibitors. MLL-CXXC / FITC-HOXA9 DNA fluorescence polarization. actives 0.037% (n = 290,000). Histone-lysine N-methyltransferase 2A (Homo sapiens), Q03164; active = well fitted inhibition curve with a large enough effect in the polarisation, with a control signal flat, not every such curve was filed as active; inconclusive = small, poorly fitted or top-dose-only effect, or effect the other way, or a change in a side signal; inactive = no such curve, though single readings can be large or run the other way; the % refers to the polarisation; note: potency is the fitted concentration of half-maximal effect
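Steps: dispense CXXC domain solution (7 uM) → pin compounds or unlabeled HOX-A9 DNA control → 5 min ambient → add FLSN-HOX-A9 solution (50 nM) → spin → 30 min ambient → fluorescence polarization. Tris pH 7.5/NaCl/DTT/BSA buffer.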
AT treatment = qHTS Assay for Identifying a Potential Treatment of Ataxia-Telangiectasia; […] A-T fibroblasts, KAP-1 phosphorylation AlphaLISA; neocarzinostatin DNA damage 30 min before lysis; Potency, µM (top dose mostly 57.5 µM), inactives show at the highest dose activation, hits mostly activators; actives 0.19% (n = 320,000); note: potency is the fitted concentration of half-maximal effect; % of control where 0% means no effect; nearly all actives have a fitted effect of over 45% in size
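ATM-like activity read as KAP-1 phosphorylation via AlphaLISA donor/acceptor antibody pairs after lysis and 6 hr at 25C. Cells were ATM-null patient fibroblasts ([…], hTERT), dosed 60 min, then exposed to the DSB inducer NCS for 30 min.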
TRPV1 agonist = HTS Assay for Compounds that Act as Agonists of the Vanilloid Receptor 1; actives 0.19% (n = 320,000); TRPV1-expressing cells, Fluo-8 calcium influx, agonist mode; Transient receptor potential cation channel subfamily V member 1 (Homo sapiens), Q8NER1; activation, % at 8.33 µM; in the data active = activation above about 80%; inconclusive = between about 30% and that limit; note: 0% is about no effect
Target sequence (Q8NER1 whole entry, looked up): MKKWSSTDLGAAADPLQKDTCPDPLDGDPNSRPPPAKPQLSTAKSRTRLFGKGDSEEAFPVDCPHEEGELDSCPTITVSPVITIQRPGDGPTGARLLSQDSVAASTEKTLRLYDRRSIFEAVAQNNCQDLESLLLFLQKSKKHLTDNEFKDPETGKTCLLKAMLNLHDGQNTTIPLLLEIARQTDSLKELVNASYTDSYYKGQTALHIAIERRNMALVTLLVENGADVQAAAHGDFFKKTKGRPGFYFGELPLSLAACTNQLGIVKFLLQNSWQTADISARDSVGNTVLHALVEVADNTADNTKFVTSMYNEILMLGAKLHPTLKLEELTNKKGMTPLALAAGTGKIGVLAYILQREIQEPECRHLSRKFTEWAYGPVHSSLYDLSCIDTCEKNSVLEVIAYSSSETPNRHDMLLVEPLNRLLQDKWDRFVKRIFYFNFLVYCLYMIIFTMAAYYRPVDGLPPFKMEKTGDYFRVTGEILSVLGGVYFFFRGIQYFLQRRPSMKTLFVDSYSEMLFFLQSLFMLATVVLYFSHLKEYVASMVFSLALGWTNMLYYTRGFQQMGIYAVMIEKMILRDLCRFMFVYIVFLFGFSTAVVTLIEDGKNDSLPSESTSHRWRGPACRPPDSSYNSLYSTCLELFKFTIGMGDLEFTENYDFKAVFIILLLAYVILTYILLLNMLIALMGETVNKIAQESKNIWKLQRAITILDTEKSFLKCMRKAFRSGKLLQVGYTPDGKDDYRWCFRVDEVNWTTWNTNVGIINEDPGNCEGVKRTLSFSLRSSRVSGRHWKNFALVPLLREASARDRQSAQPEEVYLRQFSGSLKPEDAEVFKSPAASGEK
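Fluo-8 calcium influx in TRPV1-expressing cells, kinetic read (ex 480/em 520 nm). Compound added and read 3 min for agonist activity, followed by capsaicin at EC20 final and 2 min further read for enhancement.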
Coupling enz = qHTS Assay for Inhibitors of Fructose-1,6-bisphosphate Aldolase from Giardia Lamblia: Coupling assay counterscreen. actives 0.67% (n = 290,000). activity change, negative = inhibition, % at 58.2 µM, hits read low. coupling enzyme system counterscreen, AmpLite Red fluorescence; in the data active = activity change below about -30%; note: % is set by controls: 0 for no effect and ±100 for the full control effect
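Activity here indicates interference with the coupling reaction, not aldolase inhibition. Compounds at 57.5 uM final met coupling enzymes for 10 min at RT; substrate and AmpLite Red detection followed, with a 525/598 nm fluorescence read after 20 min.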
Starred values were filed as active, the others as inactive; ? = inconclusive; . = no result given; [ ] = remark or other dose. Unless noted, calls come from the whole dose curve; as a rule, active = well fitted curve in the direction sought with a large enough effect; inconclusive = small, poorly fitted or top-dose-only effect, or another doubt; inactive = no such curve, though single readings can be large; an effect the other way counts as inactive or inconclusive. Outcome played no part in choosing rows, and some 2% of all compounds hit somewhere here.

Every second line gives: MBNL1 CUG block	ASM inhibitor	KCNH2 3.1 block	a7 integrin act	GALK inhibitor	hERG WT inh	MLL CXXC-DNA inh	AT treatment	TRPV1 agonist	Coupling enz
- Cc1cc([N+](=O)[O-])c2c(c1C)C1C=CCC1C(c1ccccn1)N2 (stereo not given)
    ?	.	.	.	0%	.	-4%	-5%	-2	-16
- C[C@H](CO)N1C[C@H](C)[C@@H](CN(C)C(=O)NC2CCCCC2)Oc2ccc(NC(=O)CCC(F)(F)F)cc2C1=O
    .	-5%	13	21%	.	-13	.	-5%	.	.
- Cc1cccc(N2CCN(C(=O)N3CCOCC3)CC2)c1C
    6%	-1%	-8	-16%	-2%	-4	-8%	5%	9	-11
- S=c1nc2[nH]c3ccccc3c2n[nH]1
    .	0%	-12	0%	.	-8	.	.	.	.
- CCCCNC(=O)Nc1ccccc1C(=O)NCCC
    -3%	3%	-16	3%	0%	-10	4%	3%	-5	0
- CC[C@@H]1Cc2cc(O)ccc2C2=C1c1ccc(O)cc1C[C@H]2CC
    .	254%[activator]	2	.	.	6	0%	15%	-4	-3
- CN(C)CCCN1C(=O)C(O)=C(C(=O)c2cccs2)C1c1cccc([N+](=O)[O-])c1 (stereo not given)
    ?	.	.	.	0%	.	0%	0%	-4	0
- OCC[C@H]1C[C@H](O)[C@@H](O)[C@]2(CCCCO2)O1
    .	2%	-2	21%	.	-1	.	.	.	.
- CCOC(=O)CN1C=C(c2ccc3ccccc3n2)C(C[N+](=O)[O-])c2ccccc21 (stereo not given)
    ?	67%[activator]	-3	-18%	6%	1	5%	.	1	-11
- O=C(Cn1c(=O)sc2ccccc21)Nc1ccc(S(=O)(=O)N2CCCCC2)cc1
    -1%	-11%	10	1%	-4%	0	-1%	0%	?	-1
- Cc1ccc2nc(C)c(C(=O)N/N=C/c3ccco3)cc2c1
    .	-2%	12	2%	-1%	-5	-4%	-3%	8	1
- CCN(C(=O)COC(=O)C(C)(C)Oc1ccc(Cl)cc1)c1c(N)n(Cc2ccccc2)c(=O)[nH]c1=O
    .	4%	12	7%	.	4	.	.	.	.
- COc1ccc(NC(=O)C2Cc3ccccc3C(=O)O2)cc1 (stereo not given)
    -4%	-1%	16	9%	1%	-7	0%	19%	8	-2
- COc1ccc(OCCN(C)CC(=O)Nc2ccccc2SC)cc1
    2%	3%	0	?	0%	1	3%	4%	-1	-1
- O=C(NNS(=O)(=O)c1ccccc1)c1ccc(O)cc1
    .	-1%	-10	14%	0%	-3	6%	.	-1	-9

7 entries from above, reformatted:
compound	MBNL1 CUG block	ASM inhibitor	KCNH2 3.1 block	a7 integrin act	GALK inhibitor	hERG WT inh	MLL CXXC-DNA inh	AT treatment	TRPV1 agonist	Coupling enz
C[C@H](CO)N1C[C@H](C)[C@@H](CN(C)C(=O)NC2CCCCC2)Oc2ccc(NC(=O)CCC(F)(F)F)cc2C1=O	.	-5%	13	21%	.	-13	.	-5%	.	.
COc1ccc(OCCN(C)CC(=O)Nc2ccccc2SC)cc1	2%	3%	0	?	0%	1	3%	4%	-1	-1
CN(C)CCCN1C(=O)C(O)=C(C(=O)c2cccs2)C1c1cccc([N+](=O)[O-])c1 (stereo not given)	?	.	.	.	0%	.	0%	0%	-4	0
Cc1cc([N+](=O)[O-])c2c(c1C)C1C=CCC1C(c1ccccn1)N2 (stereo not given)	?	.	.	.	0%	.	-4%	-5%	-2	-16
CC[C@@H]1Cc2cc(O)ccc2C2=C1c1ccc(O)cc1C[C@H]2CC	.	254%[activator]	2	.	.	6	0%	15%	-4	-3
O=C(Cn1c(=O)sc2ccccc21)Nc1ccc(S(=O)(=O)N2CCCCC2)cc1	-1%	-11%	10	1%	-4%	0	-1%	0%	?	-1
OCC[C@H]1C[C@H](O)[C@@H](O)[C@]2(CCCCO2)O1	.	2%	-2	21%	.	-1	.	.	.	.

Carrying on.
Every second line gives: MBNL1 CUG block	ASM inhibitor	KCNH2 3.1 block	a7 integrin act	GALK inhibitor	hERG WT inh	MLL CXXC-DNA inh	AT treatment	TRPV1 agonist	Coupling enz
- C/C(CC(=O)Nc1cc(Cl)ccc1Cl)=N\NC(=O)COc1cccc(C)c1
    3%	-5%	-9	17%	3%	2	23%	3%	-2	0
- CC(Cl)C(=O)Nc1ncc(C(F)(F)F)cc1Cl (stereo not given)
    ?	4%	6	-27%	-2%	-22	0%	3%	-5	0
- Cc1cc(C)nc(N2CCCC(C(=O)Nc3nc4ccc(S(C)(=O)=O)cc4s3)C2)n1 (stereo not given)
    -3%	-13%	4	4%[7.66 µM]	2%	47	16%	1%	-1	6
- CCOc1ccc(/C=N/NC(=O)Nc2ccccc2)cc1
    -3%	-10%	-9	9%	4%	-5	-7%	8%	5	-1
- COc1ccc(CC(=O)Nc2c(C(N)=O)oc3ccccc23)cc1OC
    8%	2%	-2	29%	5%	2	10%	?	3	1
- CC(=O)N1c2ccccc2C2(C)C(C1(C)C)C2(Cl)Cl (stereo not given)
    -13%	6%	4	?	0%	-7	-7%	21%	4	-1
- O=C(COC(=O)c1ccc(F)cc1)Nc1ccc(Cl)cn1
    .	4%	-17	-1%	-2%	1	-3%	-9%	.	2
- O=C(NCCN1CCN(c2cccc(Cl)c2)CC1)Nc1ccccc1
    -5%	-3%	2	-1%	-1%	31	45%[activator]	2%	?	1
- COc1ccc(/C=C(/NC(=O)c2ccco2)C(=O)N2CCc3ccccc32)cc1OC
    4%	-2%	-2	-26%	1%	8	2%	?	10	1
- O=c1cc[nH]c2ccc(OC(F)(F)F)cc12
    .	-4%	10	-13%	0%	5	-8%	2%	-2	2
- COC(=O)CCC(=O)c1oc2ccccc2c1N
    ?	21%	-15	9%	2%	18	-1%	3%	-2	3
- COc1cccc(NC(=O)c2ccc(NC(=O)C(C)(C)C)cc2)c1
    -6%[11.5 µM]	7%	21	24%	.	2	0%	5%	6	1
- COc1ccc(C(=O)NC23CC4CC(CC(C4)C2)C3)cc1OC
    -1%	0%	8	-21%	3%	4	1%	-7%	5	-1
- Cn1cccc1C(=O)OCc1ccc(F)cc1
    -4%	1%	-11	-27%	-2%	1	-8%	-1%	0	0
- CCOc1ccc(NC(=O)CSc2nc(C)c3c(c2C#N)CCCC3)cc1
    6%	-1%	10	36%	0%	4	27%	1%	-2	.
- Cc1ccc2cccc(NC(=S)NC(=O)c3ccccc3)c2n1
    7%	-9%	10	-6%	-4%	7	23%	9%	9	-13
- CC(=C/C(=O)O)/C(=C\c1ccc(Br)o1)C(=O)O
    -4%	-1%	5	-6%	-3%	13	5%	9%	0	0
- CCn1c(SCC(=O)NC)nnc1C(C)C
    -8%	-1%	3	30%	0%	1	-1%	10%	-3	1
- Cc1cccc(NC(=O)c2ccccc2C(=O)Nc2cccc(C)c2)c1
    .	-2%	-9	-1%	.	3	.	.	.	.
- CC(C)OC(=O)/C(C#N)=C/c1ccc(-c2ccc(SC(F)F)cc2)o1
    .	65%[activator]	-15	0%	1%	14	-4%	-4%	2	2
- CCc1ccccc1NC(=O)CN(c1cccc(OC)c1)S(C)(=O)=O
    ?	-2%	9	21%	1%	-2	4%	1%	1	3
- COc1ccc2nc(NC(=O)Nc3ccccc3OC)sc2c1
    0%	-17%	-7	32%	3%	5	-4%	-3%	8	-2
- O=C(Nc1ccc(Cl)cc1Cl)C1=Cc2ccccc2OC1
    -1%	3%	3	?	1%	11	-2%	-3%	?	-1
- COc1ccc(S(=O)(=O)N(CC(=O)N2CCN(C)CC2)C2CCCCC2)cc1OC
    -7%	-1%	-1	7%	-3%	-9	3%	0%	-1	0
- O=C(CCS(=O)(=O)c1ccccc1)NCCS(=O)(=O)c1ccccc1
    .	-2%	5	8%	11%	-10	0%	2%	-4	-3
- CCCc1nc2ccccc2c(=O)n1-c1ccc(C(=O)OCC)cc1
    -5%	2%	13	-14%	11%	4	3%	-1%	11	2
